# Bioassay records deposited in PubChem BioAssay by National Center for Advancing Translational Sciences (NCATS).
# N370S GC: inhibitors or activators of N370S glucocerebrosidase for Gaucher disease; P04062; N370S GC spleen homogenate, 4MU-glucoside fluorescence; Potency, µM (series often up to 59.4 µM), for the others: at the top dose activity change, negative = inhibition, actives largely listed as inhibitors; hit rate 0.092% among 330,000; AID 2101;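 further: 0% = full enzyme activity and -100% = no enzyme basal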
# TDP1 block: TDP1 (human) enzyme inhibition. Q9NUW8. hit rate 0.28% among 350,000. recombinant TDP1, AlphaScreen DNA substrate cleavage. Potency, µM (highest dose often 130 µM), without a hit: top-dose activity change, negative = inhibition, actives largely listed as inhibitors. AID 485290; further: nearly all actives have a fitted effect of over 40% in size
# Target sequence (Q9NUW8 whole entry, looked up): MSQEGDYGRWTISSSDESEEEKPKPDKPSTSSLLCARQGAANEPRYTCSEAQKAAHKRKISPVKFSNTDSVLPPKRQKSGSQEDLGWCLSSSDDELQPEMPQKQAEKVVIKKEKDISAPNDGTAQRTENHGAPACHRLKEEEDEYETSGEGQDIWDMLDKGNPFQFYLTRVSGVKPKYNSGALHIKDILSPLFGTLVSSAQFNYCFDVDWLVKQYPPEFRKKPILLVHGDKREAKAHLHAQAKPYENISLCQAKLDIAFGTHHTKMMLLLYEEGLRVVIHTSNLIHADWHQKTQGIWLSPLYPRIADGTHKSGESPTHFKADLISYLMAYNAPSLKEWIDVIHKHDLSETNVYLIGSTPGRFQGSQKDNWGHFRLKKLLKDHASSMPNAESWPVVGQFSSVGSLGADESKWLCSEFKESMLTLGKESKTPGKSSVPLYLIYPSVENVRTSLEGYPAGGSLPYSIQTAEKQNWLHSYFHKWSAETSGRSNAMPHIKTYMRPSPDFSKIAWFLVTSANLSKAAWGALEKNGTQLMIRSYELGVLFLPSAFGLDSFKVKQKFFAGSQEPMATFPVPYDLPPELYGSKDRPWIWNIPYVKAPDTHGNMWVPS
#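 Signal: AlphaScreen proximity between streptavidin donor and anti-FITC acceptor beads on intact substrate. Reaction: Tdp1 1 nM, substrate 15 nM final, 5 min RT after 15 min compound preincubation.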
# FEN1 inhibitor: blocks human flap endonuclease 1 | hit rate 0.35% among 390,000 | AID 588795 | Potency, µM (doses to about 114 µM), without a hit: at the top dose activity change, negative = inhibition, most hits filed as inhibitors | P39748 | Recombinant FEN1 flap cleavage, fluorescence, 15 min; further: nearly all actives have a fitted effect of over 65% in size
# Target sequence (P39748 whole entry, looked up): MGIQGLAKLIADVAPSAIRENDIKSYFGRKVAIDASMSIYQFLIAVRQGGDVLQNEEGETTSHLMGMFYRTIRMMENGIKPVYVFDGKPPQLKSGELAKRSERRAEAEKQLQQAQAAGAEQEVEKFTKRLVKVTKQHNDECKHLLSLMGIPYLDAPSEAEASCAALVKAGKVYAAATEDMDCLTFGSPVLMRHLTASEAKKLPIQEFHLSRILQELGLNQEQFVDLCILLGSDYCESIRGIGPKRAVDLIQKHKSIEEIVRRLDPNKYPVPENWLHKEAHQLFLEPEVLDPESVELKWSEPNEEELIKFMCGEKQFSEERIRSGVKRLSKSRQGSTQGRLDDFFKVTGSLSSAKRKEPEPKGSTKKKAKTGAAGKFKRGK
#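 Steps: FEN1 (10 nM) dispensed; compound added by pin tool; 15 min at room temperature; substrate added to 50 nM final; reads at 0 min and 15 min; data normalized and fitted (four-parameter Hill).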
# Numbers without * were called inactive; ? = inconclusive; nt = no result given; & = joins results of further samples; [ ] = dose if it differs, or a comment. The call rests on the fitted dose curve; in most records, active means well fitted curve in the direction sought with a large enough effect; inconclusive means small, poorly fitted or top-dose-only effect, or another doubt; inactive means no such curve, though single readings can be large; an effect the other way counts as inactive or inconclusive. Unless noted, on the % scale 0 is the no-effect control and ±100 the full control effect; potency means the concentration at half of the fitted maximal effect.
SMILES,N370S GC,TDP1 block,FEN1 inhibitor
CC1Cc2ccccc2N1Cc1nc2scc(-c3cccs3)c2c(=O)[nH]1 (stereo not given),6%,10%,2%
Cc1ccc(/C=N/N=C2/NC(=O)C(CC(=O)Nc3ccc(Cl)cc3)S2)o1 (stereo not given),-1%,-3%,5%
NC(=S)NN=C1c2ccccc2-c2ccccc21,-3%,nt,?
COc1ccc(NC(=O)C2CCN(C(=O)C3CC(=O)N(c4ccc(C)cc4)C3)CC2)c(OC)c1 (stereo not given),2%,6%[0.0935 µM],-2%
Cc1ccccc1-c1ccccc1N,-1%,2%,15%
COc1ccc(C=O)cc1COc1ccc([N+](=O)[O-])c(C)c1,-3%,-2%,-25%
CCN(CC)c1ccc(NC(=O)CN2CCN(c3ccccn3)CC2)cc1,8%,nt,-12%
COC(=O)C1CCCN1S(=O)(=O)c1ccc([N+](=O)[O-])cc1 (stereo not given),-8%,nt,4%
O=C(COc1ccc2ccccc2c1)Nc1nc2ccccc2[nH]1,-6%,8%,-3%
O=C(Nc1nc2ccc(S(=O)(=O)N3CCCC3)cc2s1)c1ccccn1,15%,8%,-3%
COc1ccc(Nc2nc(-c3cccc(OC)c3O)nc3ccccc23)cc1,-14%,nt,?
CC(c1ccco1)N(C(=O)c1ccc(Cl)c([N+](=O)[O-])c1)c1ccccn1 (stereo not given),1%,10%,16%
COc1ccc(-c2noc(CN(C)C(=O)c3ccc4c(c3)OCO4)n2)cc1,10%,5%[0.0935 µM],0%
Cc1cc[n+](CC(=O)Nc2cccc(C)c2)cc1,-10%,nt,18%
COc1ccccc1C(=O)NCCC(=O)NNC(=O)c1ccccc1O,1%,nt,-1%

# 3 entries picked at random from the list so far, as already listed:
SMILES,N370S GC,TDP1 block,FEN1 inhibitor
COc1ccccc1C(=O)NCCC(=O)NNC(=O)c1ccccc1O,1%,nt,-1%
CC(c1ccco1)N(C(=O)c1ccc(Cl)c([N+](=O)[O-])c1)c1ccccn1 (stereo not given),1%,10%,16%
COc1ccc(-c2noc(CN(C)C(=O)c3ccc4c(c3)OCO4)n2)cc1,10%,5%[0.0935 µM],0%

# Later entries
SMILES,N370S GC,TDP1 block,FEN1 inhibitor
CCc1nc2ccc(C(=O)NC3CCC(C)CC3)cc2nc1CC (stereo not given),3%,0%,-13%
O=C(/C=C/c1ccc(Cl)cc1)Nc1cc(S(=O)(=O)N2CCOCC2)ccc1N1CCOCC1,nt,0%,-6%
O=C(CSc1nnc(SCc2ccccc2)s1)N/N=C/C=C/c1ccco1,3%,-14%,?
COc1ccccc1CCNCc1ccc(OC)c(OCc2ccccc2)c1,-10%,-3%,-10%
Cc1c(C(=O)O)sc(S(=O)(=O)N2CCN(C(=O)Cc3ccc(F)cc3)CC2)c1C(=O)O,nt,-4%[56.1 µM],3%
CC(C)Cc1nn2c(=O)cc(O)nc2s1,-2%,0%,2%
O=S(=O)(c1cccc(C(F)(F)F)c1)N1CCN(CC(O)COCc2ccccc2)CC1 (stereo not given),nt,0%,-17%
CCCCOc1ccc2c(c1)C(=O)c1cc(O)ccc1-2,?,6%,-29%
Cc1cc(C)c(OCC(O)CN2CCN(C(=O)c3ccccc3)CC2)c(C)c1 (stereo not given),-5%,6%,4%
CCOc1ccccc1N(CC(=O)NCCSc1ccccn1)S(=O)(=O)c1ccccc1,8%,-1%,5%
O=c1[nH]c(Nc2ccc3c(c2)OCCO3)nnc1Cc1ccc(Cl)cc1,0%,4%,16%
O=C(CCc1nnc(CCCCc2ccccc2)o1)NCCC1CCCCO1 (stereo not given),8%,nt,9%
C=CCn1cc(C(=O)N2CCN(C)CC2)c(=O)c2cc(S(=O)(=O)N(CC)CC)ccc21,-6%,nt,10%
COc1ccc(C(=O)Nc2ccc(S(=O)(=O)NC(C)(C)C)cc2)cc1[N+](=O)[O-],-4%,6%,-19%
C=CCn1c(SCC(=O)NC(=O)Cc2ccccc2)nnc1-c1ccccc1F,nt,0%,1%

# Some of these compounds in order of length of the SMILES, ascending:
SMILES,N370S GC,TDP1 block,FEN1 inhibitor
COc1ccc(C=O)cc1COc1ccc([N+](=O)[O-])c(C)c1,-3%,-2%,-25%
COc1ccc(Nc2nc(-c3cccc(OC)c3O)nc3ccccc23)cc1,-14%,nt,?
COc1ccc(-c2noc(CN(C)C(=O)c3ccc4c(c3)OCO4)n2)cc1,10%,5%[0.0935 µM],0%

# Next section
SMILES,N370S GC,TDP1 block,FEN1 inhibitor
COc1ccc(-n2cnnc2SCC(=O)Nc2cccc(S(=O)(=O)N3CCCCC3)c2)cc1,1%,6%,-6%
O=C(Nc1ccc(F)cc1F)N1CCN(CCc2ccccc2)CC1,5%,2%,-2%
CC12CCC(C(=O)O)(C/C1=N\O)C2(C)C (stereo not given),3%&1%,7%&-1%,0%&3%
COc1ccc([C@@H]2CC=C(C(=O)O)[C@H](c3ccccc3)N2S(=O)(=O)c2ccccc2C)cc1,?,2%,2%
Cc1snc(SCC(=O)N/N=C(\N)COc2ccc(F)cc2)c1C#N,-9%,8%,-10%
O=C(OCC(=O)N1CCN(C(=O)c2ccco2)CC1)c1ccc(S(=O)(=O)N2CCCCC2)cc1,3%,4%,1%
CC1CCCCN1S(=O)(=O)c1coc(C(N)=O)c1 (stereo not given),0%,-4%,-15%
Cc1cc(=O)oc2c1ccc1oc(/C(=N/O)c3ccccc3)c(C)c12,14%,5%,-19%
Cc1ccc2[nH]c(=O)c(CN(CCCO)Cc3nnnn3Cc3ccco3)cc2c1,nt,2%,-7%
COc1ccc(OC)c(NC(=O)CSc2nn3c(=O)c(C)nnc3s2)c1,-1%,1%,-16%
COCCNC(=O)c1cc(Br)ccc1Cl,-4%,4%,0%
C/C(=N/NC(=O)c1ccc(C)s1)c1cccc(NC(=O)c2ccoc2C)c1,?,10%,1%
Cc1cc2c(=O)n(CC(=O)N3CCN(c4ccc(F)cc4)CC3)cnc2s1,6%,1%,-3%
Cc1csc(CNc2ncnc3ccc(-c4cccc(Cl)c4)cc23)c1,11%,0%,-3%
CCOc1ccc(S(=O)(=O)NCCN2CCOCC2)c2ccccc12,-29%,7%,1%
COc1cc(C(=O)NCCN2C(=O)S/C(=C\c3cccs3)C2=O)cc(OC)c1OC,-4%,0%,-4%
CC(C)CN(Cc1c(O)ccc2ccccc12)CC(C)C,11%,6%,7%
CCCC(=O)N1CCN(c2ccc(NC(=O)c3ccc4c(c3)OCCO4)cc2)CC1,0%,9%,0%
CCNc1nc(NCC)n2c(SCC(=O)Nc3ccc(C(F)(F)F)cc3[N+](=O)[O-])nnc2n1,9%,5%,-10%
COC(=O)[C@]1(C)N[C@H](CN(C)C(=O)Nc2ccc(Cl)cc2)[C@@H]2C(=O)N(C)C(=O)[C@@H]21,nt,1%,-4%
CCCSc1nc(SCC(=O)NCc2ccccc2)c2c3c(sc2n1)COC(C)(C)C3,6%,1%,-2%
Cc1ccc(/C=N/NC(=O)Cc2ccc(O)cc2)s1,0%,-5%[56.1 µM],17%
NC(=O)CCCC1=NS(=O)(=O)c2ccccc2N1,0%,6%,-5%
Cc1cccc(C)c1NC(=O)CNC(=O)c1ccc(COc2ccccc2)cc1,nt,-6%,-4%
O=c1[nH]c(/C=C/c2ccc(OC(F)F)cc2)nc2c1cnn2-c1ccccc1,0%,5%,8%
Cc1ccc(S(=O)(=O)N2CCN(C(=O)COC(=O)COc3ccccc3)CC2)cc1,-1%,4%,0%
O=C(CN1CCN(Cc2ccc(F)cc2)C1=O)NCc1ccccc1Cl,nt,4%[12.3 µM],-15%
COC(=O)c1ccc(COC(=O)[C@@H]2CC(O)CN2S(=O)(=O)c2ccccc2[N+](=O)[O-])cc1 (stereo not given in full),-19%,-1%,-3%
O=[N+]([O-])c1cccnc1NCCc1c[nH]c2ccccc12,7%,nt,-4%
COCCNC(=S)N/N=C/c1c2ccccc2cc2ccccc12,?,5%[0.0935 µM],-3%

# Laid out differently: entries from further up
smiles: O=S(=O)(c1cccc(C(F)(F)F)c1)N1CCN(CC(O)COCc2ccccc2)CC1 (stereo not given)
- N370S GC: nt
- TDP1 block: 0%
- FEN1 inhibitor: -17%

smiles: COc1ccccc1C(=O)NCCC(=O)NNC(=O)c1ccccc1O
- N370S GC: 1%
- TDP1 block: nt
- FEN1 inhibitor: -1%

smiles: O=C(CSc1nnc(SCc2ccccc2)s1)N/N=C/C=C/c1ccco1
- N370S GC: 3%
- TDP1 block: -14%
- FEN1 inhibitor: ?

smiles: Cc1ccc(/C=N/N=C2/NC(=O)C(CC(=O)Nc3ccc(Cl)cc3)S2)o1 (stereo not given)
- N370S GC: -1%
- TDP1 block: -3%
- FEN1 inhibitor: 5%

# The list goes on:
SMILES,N370S GC,TDP1 block,FEN1 inhibitor
COc1cc(/C=N/NC(=O)c2ccc(COc3ccccc3Cl)o2)cc(Br)c1O,?,?,-22%
Cc1cc(-n2cnnn2)cc(C)c1S(=O)(=O)N(C)c1ccccc1,-12%,5%,13%
Cc1nc(CN(C)C(=O)c2ccccc2OC2CCN(S(C)(=O)=O)CC2)cs1,-11%,-1%,-1%
COc1cc(/C=C/C(=O)OCC(=O)c2ccc(S(=O)(=O)N3CCCCC3)cc2)cc(OC)c1OC,-5%,1%,-2%
CCOC(=O)CN1C(=O)N[C@@H](CCc2ccccc2)C(C(=O)OC)=C1C,1%[12.8 µM],6%[21 µM],2%
COC(=O)CSc1nnc(-c2ccccn2)n1Cc1ccco1,10%,-3%,-2%
C#Cc1ccc(CN2CCC(N3CCC(C(=O)NCc4ccccn4)CC3)CC2)cc1,-1%,0%,5%
Cc1ccccc1NC(=O)Cc1nc(COC(=O)c2ccc(S(C)(=O)=O)c([N+](=O)[O-])c2)cs1,nt,0%[56.1 µM],8%
O=C(N/N=C/c1ccc(O)cc1O)c1ccc(CN2C(=O)c3cccc4cccc2c34)cc1,-16%,6%,-19%
CCc1cc(-c2n[nH]c(=S)n2CC)cs1,9%,8%,8%
CCCCCOC(=O)CCN1C(=O)/C(=C2\SC(=S)N(CCC(=O)OCCCCC)C2=O)SC1=S,15%,7%,-2%
COc1ccc(C(=O)NC(=S)NCc2ccco2)cc1Br,4%,10%,-9%
CCCCn1c(SCC(=O)Nc2ccc3c(c2)CCC3)nc2ccccc2c1=O,1%,3%,8%
O=C(C1=C(O)C(=O)N(Cc2ccco2)C1c1cccnc1)c1cc2ccccc2o1 (stereo not given),-1%,nt,-10%
COC(=O)CCC(=O)Nc1cccc2ccccc12,5%,4%,6%

# Single records, from the list above. Screens in order: N370S GC, TDP1 block, FEN1 inhibitor
# O=C(CCc1nnc(CCCCc2ccccc2)o1)NCCC1CCCCO1 (stereo not given) is listed with 8%, nt, 9%
# NC(=S)NN=C1c2ccccc2-c2ccccc21 is listed with -3%, nt, ?
# COc1ccc(NC(=O)C2CCN(C(=O)C3CC(=O)N(c4ccc(C)cc4)C3)CC2)c(OC)c1 (stereo not given) is listed with 2%, 6%[0.0935 µM], -2%
# Cc1ccc(/C=N/N=C2/NC(=O)C(CC(=O)Nc3ccc(Cl)cc3)S2)o1 (stereo not given) is listed with -1%, -3%, 5%
# COc1ccccc1C(=O)NCCC(=O)NNC(=O)c1ccccc1O is listed with 1%, nt, -1%

# New compounds follow.
SMILES,N370S GC,TDP1 block,FEN1 inhibitor
CCc1nccn1S(=O)(=O)c1ccccc1[N+](=O)[O-],-21%,nt,-5%
CCOC(=O)C(Cc1ccccc1)c1ccnc2nc(N)nn12 (stereo not given),-2%,3%,2%
CSCC[C@H](N)C(=O)NC[C@H]1O[C@@H](n2cnc3c(N)ncnc32)[C@H](O)[C@@H]1O,nt,1%[56.1 µM],-3%
c1coc(C2Nc3ccccc3-c3nc4ccccc4n32)c1 (stereo not given),16%,6%,-23%
O=c1oc2cc(O)ccc2c2ccccc12,8%,-3%,-23%
Cc1ccccc1OCC(=O)O/N=C(\N)c1ccncc1,-7%,-10%,-15%
COc1ccc(C(=O)N(CC2CCCO2)C(C(=O)NC2CCCC2)c2ccc(Cl)cc2)cc1OC (stereo not given),0%,-3%,8%
CCCn1c(Cc2ccccc2)nnc1SC(C)C(=O)NC1CC1 (stereo not given),nt,1%,-5%
Cc1ccc(S(=O)(=O)N2CCCC(C(=O)N3CCCc4ccccc43)C2)cc1 (stereo not given),10%,1%,-18%
O=C(COC(=O)c1ccc2ccccc2n1)Nc1ccccc1F,nt,0%,-6%
CCC(C)(C(=O)NC1CCCCC1)N(Cc1ccco1)C(=O)c1ccc2c(c1)OCO2 (stereo not given),4%,0%,4%
NS(=O)(=O)c1ccc(NN=C2CCCCC2)c([N+](=O)[O-])c1,2%,11%,-13%
C=CC(=O)N=c1sc2ccccc2n1-c1ccccc1,-5%,4%,2%
Cc1noc(C)c1COC(=O)COc1cccc2c1OC(C)(C)C2,-24%[2.35 µM],2%,0%
Cc1ccc(CSc2nnc3ccc(-c4ccncc4)nn23)cc1,3%,4%,-3%
O=C(COC(=O)c1cc[n+]([O-])cc1)Nc1ccccc1Cl,-5%,5%,0%
Cc1ccc(C(C)C)cc1OCC(=O)Nc1ccc(-n2cnnn2)cc1,-23%,-4%,-7%
CCOc1ccc(-c2nnc(SCC(=O)O)n2Cc2ccccc2)cc1,1%,nt,19%
COC(=O)CN(C#N)c1nc(NC(C)C)nc(NC(C)C)n1,-16%,-1%,0%
